Assay outcomes (PubChem)
p53 reactivator: restores transcriptional activity of mutant p53; 320,000 tested, 0.063% active; H1299 p53-A138V BP100-luciferase reporter, luminescence, 24 h; Potency, µM (series often up to 92.2 µM), for the others: at the highest dose activity change, positive = activation, hits mostly activators; AID 504706; further: potency means the concentration at half of the fitted maximal effect; % of control where 0% means no effect; nearly all actives have a fitted effect of over 45% in size
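p53-null H1299 cells stably carrying temperature-sensitive p53-A138V and a BP100-luciferase reporter were pinned with compounds (4-point, 1:5 series) and held 24 hrs at 37 deg C. Luminescence was read 10 min after detection reagent.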
AT treatment: candidate therapy for ataxia-telangiectasia; […] A-T fibroblasts, KAP-1 phosphorylation AlphaLISA; neocarzinostatin DNA damage 30 min before lysis; Potency, µM (series often up to 57.5 µM), inactives show at the top dose activation, usual class: activators; 320,000 tested, 0.19% active; AID 485349; further: potency means the concentration at half of the fitted maximal effect; % of control where 0% means no effect; nearly all actives have a fitted effect of over 45% in size
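hTERT-immortalized A-T patient fibroblasts ([…]), 500 cells/well in OPTI-MEM, 1% FBS, got compounds for 60 min, then NCS for 30 min at 37C. Lysates were then assayed for phospho-KAP-1 by AlphaLISA (anti-pKAP1 donor, anti-KAP1 acceptor beads), 6 hr at 25C.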
Integrin act MD: activates integrin-mediated alleviation for muscular dystrophy; 350,000 tested, 0.064% active; Potency, µM (doses to about 38.3 µM), without a hit: at the top dose activation, usual class: activators; alpha7betagal myoblasts, beta-gal FDG fluorescence, 48 h; AID 624291;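 further: potency means the concentration at half of the fitted maximal effect; 100% = response of the positive control SU9516; nearly all actives have a fitted effect of over 60% in size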
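Alpha7betagal+/- myoblasts (passage 13) were plated 16-24 hr, then exposed to compounds (1:260 dilution of DMSO stock) for 48 hours at 37C. After MPER lysis, β-galactosidase reporter activity was read as FDG fluorescence (ex 480/em 540) after 30 minutes.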
CXXC DNA block: blocks binding of human MLL CXXC domain to DNA | Q03164 | Potency, µM (top dose mostly 115 µM), for inactives: top-dose activity change, negative = inhibition, hits mostly inhibitors | 290,000 tested, 0.037% active | MLL-CXXC / FITC-HOXA9 DNA fluorescence polarization; active means well fitted inhibition curve with a large enough effect in the polarisation, with a control signal flat, not every such curve was filed as active; inconclusive means small, poorly fitted or top-dose-only effect, or effect the other way, or a change in a side signal; inactive means no such curve, though single readings can be large or run the other way; the % refers to the polarisation; further: potency means the concentration at half of the fitted maximal effect
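Steps: dispense CXXC domain solution (7 uM) → pin compounds or unlabeled HOX-A9 DNA control → 5 min ambient → add FLSN-HOX-A9 solution (50 nM) → spin → 30 min ambient → fluorescence polarization. Tris pH 7.5/NaCl/DTT/BSA buffer.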
TCR act: activators of T cell receptors; primary human leukocytes, anti-CD3, IL-2 HTRF, 48 h; Potency, µM (titrated, usually from 9.22 µM), inactives show at the top dose activation of IL-2 secretion, hits mostly activators; 330,000 tested, under 10 active; AID 504894; further: % of control where 0% means no effect
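Using a-CD3 beads without co-stimulation, primary human leukocytes were exposed to compounds for 48 hr. An HTRF IL-2 kit measured the cytokine, with europium-to-d2 energy transfer producing emission at 665nm upon 320nm excitation.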
B2AR arrestin: beta2AR (human) beta-arrestin recruitment activity; beta-arrestin recruitment to beta2AR, cell-based reporter; Potency, µM (highest dose often 46.1 µM), inactives show top-dose activation, usual class: activators; 330,000 tested, 0.02% active; AID 492947;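 further: potency means the concentration at half of the fitted maximal effect; 0% = DMSO controls and full agonism = EC100 isoproterenol or metaproterenol; nearly all actives have a fitted effect of over 65% in size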
BRCA1 expr act: increases BRCA1 expression. MCF7-BRCA1-FFLuc reporter, luminescence, 48 h; response scale: scaled: vehicle 0%, 10 µM genistein 100%. Potency, µM (highest dose often 46.1 µM), for the others: top-dose activation, usual class: activators. 380,000 tested, 1.1% active. AID 624202; further: potency means the concentration at half of the fitted maximal effect; nearly all actives have a fitted effect of over 80% in size; some results filed as inactive show a strong effect at the top dose
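Compounds are tested at multiple concentrations on MCF7 BRCA1-luciferase reporter cells seeded at 2000 per well; after 48 h, a single luminescence end-point is taken and curves fitted to the normalized data.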
TSG101-PTAP inh: blocks PTAP/TSG101 interaction to inhibit HIV-1 budding. Q99816. Fluorescence polarization, FITC-PTAP peptide / Tsg101 binding. Potency, µM (top dose mostly 115 µM), inactives show at the highest dose activity change, negative = inhibition, usual class: inhibitors. 340,000 tested, under 10 active; active means well fitted inhibition curve with a large enough effect in the main read-out, with a control signal flat, not every such curve was filed as active; inconclusive means small, poorly fitted or top-dose-only effect, or effect the other way, or a change in a side signal; inactive means no such curve, though single readings can be large or run the other way; further: potency means the concentration at half of the fitted maximal effect; % of control where 0% means no effect
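Compounds were pin-transferred onto Tsg101 binding domain (10 uM final) in HEPES pH 7.5 buffer, then FITC-PTAP peptide was added at 50 nM final. After 20 min at RT, polarization reported peptide displacement across a qHTS concentration series.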
TRPV1 agonist: agonists of human vanilloid receptor 1 (TRPV1); Q8NER1; TRPV1-expressing cells, Fluo-8 calcium influx, agonist mode; activation, % at 8.33 µM; 320,000 tested, 0.19% active; AID 540275; in the data active means activation above about 80%; inconclusive means between about 30% and that limit; further: 0% is about no effect
Target sequence (Q8NER1 whole entry, looked up): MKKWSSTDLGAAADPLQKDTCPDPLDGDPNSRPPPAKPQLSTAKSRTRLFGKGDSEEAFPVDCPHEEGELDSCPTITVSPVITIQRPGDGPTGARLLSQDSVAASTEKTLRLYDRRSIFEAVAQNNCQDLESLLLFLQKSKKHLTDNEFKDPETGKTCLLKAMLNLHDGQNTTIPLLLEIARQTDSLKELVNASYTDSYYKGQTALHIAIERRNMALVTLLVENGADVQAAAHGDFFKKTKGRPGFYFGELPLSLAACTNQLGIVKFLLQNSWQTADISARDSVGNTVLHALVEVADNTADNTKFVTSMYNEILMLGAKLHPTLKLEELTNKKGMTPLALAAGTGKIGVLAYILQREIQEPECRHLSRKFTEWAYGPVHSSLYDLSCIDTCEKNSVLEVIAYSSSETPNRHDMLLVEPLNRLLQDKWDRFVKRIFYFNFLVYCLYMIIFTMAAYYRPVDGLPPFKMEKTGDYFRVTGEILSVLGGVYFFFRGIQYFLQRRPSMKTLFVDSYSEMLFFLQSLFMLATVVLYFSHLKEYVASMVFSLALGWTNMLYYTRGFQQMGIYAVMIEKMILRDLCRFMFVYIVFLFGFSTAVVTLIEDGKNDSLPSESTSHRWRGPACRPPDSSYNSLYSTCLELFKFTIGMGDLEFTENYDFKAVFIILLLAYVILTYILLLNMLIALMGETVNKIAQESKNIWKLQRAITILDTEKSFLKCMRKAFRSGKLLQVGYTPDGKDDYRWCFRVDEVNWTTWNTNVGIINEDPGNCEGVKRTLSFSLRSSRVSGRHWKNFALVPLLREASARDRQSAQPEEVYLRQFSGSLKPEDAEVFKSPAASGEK
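Fluo-8 calcium influx in TRPV1-expressing cells, kinetic read (ex 480/em 520 nm). Compound added and read 3 min for agonist activity, followed by capsaicin at EC20 final and 2 min further read for enhancement.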
ELG1 repair inh: ELG1-dependent DNA repair inhibition | HEK293T ELG1-luciferase reporter, luminescence, 16 h; DNA damage induced by 5-fluorouridine | Potency, µM (highest dose often 46.1 µM), inactives show at the highest dose activity change, negative = inhibition, actives largely listed as inhibitors | 330,000 tested, 2.3% active | AID 504467; further: potency means the concentration at half of the fitted maximal effect; on the % scale 0 is the no-effect control and ±100 the full control effect; nearly all actives have a fitted effect of over 55% in size
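In this reporter screen, reduction of luminescence relative to DMSO vehicle indicated activity. Compounds and 5-fluorouridine were added together to 2,000 cells per well, incubated for 16 hr at 37 °C, then developed with ONE-Glo.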
Starred values were filed as active, the others as inactive; u = inconclusive; x = no result given; [ ] = dose if it differs, or a comment. Unless noted, the call rests on the fitted dose curve; in most records, active means well fitted curve in the direction sought with a large enough effect; inconclusive means small, poorly fitted or top-dose-only effect, or another doubt; inactive means no such curve, though single readings can be large; an effect the other way counts as inactive or inconclusive.

compound,p53 reactivator,AT treatment,Integrin act MD,CXXC DNA block,TCR act,B2AR arrestin,BRCA1 expr act,TSG101-PTAP inh,TRPV1 agonist,ELG1 repair inh
CC(C)[C@H](NC(=O)[C@@H]1CSC2c3ccccc3C(=O)N21)C(=O)NC1CCCC1 (some centres undefined),0%,-4%,-20%,5%,-4%,-0.7%,-18%,-2%,1,2%
Cn1c(SCC(=O)Nc2ccccc2O)nnc1-c1ccco1,10%,8%,-11%,-5%,1%,0.0%,-29%,-2%,1,-7%
CCCC12CN3CCN(CC(C3)/C1=N\NC(=O)c1ccc(F)cc1)C2,30%,6%,8%,8%,-1%,-0.1%,15%,-1%,u,-12%
Oc1ccc(Br)cc1CNc1cnc2ccccc2c1,-7%,2%,-2%,11%,x,-0.4%,32%,-13%,4,-9%
N#Cc1ccccc1CN1C(=O)S/C(=C/c2cccn2-c2ccc(C(=O)O)cc2)C1=O,1%,1%,13%,0%,-3%,-0.1%,-5%,-11%,-2,2%
COc1cc(-c2cc(=O)c3c(O)c(OC)c(OC)c(OC)c3o2)cc(OC)c1OC,-1%,x,-5%,-23%,0%,0.1%,-22%,-1%,-1,u
CCCN(CCC)CCCNC(=O)CC(C(=O)N1CCc2ccccc21)n1ccnc1 (centres undefined),-4%,-4%,2%[7.66 µM],-14%,x,0.4%,-1%,0%,-3,-11%
C=CCn1c(SCC(=O)Nc2nncs2)nnc1-c1ccco1,2%,-3%,10%,5%,-10%,0.2%,-4%,0%,-3,13%
Cc1ccc(S(=O)(=O)c2cc3c(=O)n4cc(C)ccc4nc3n(CC3CCCO3)c2=N)cc1 (centres undefined),-1%,4%,x,9%,x,0.4%,x,x,5,6%
Clc1cccc(Cl)c1Cn1ccc(C2CC2)n1,14%,8%,0%,5%,0%,-0.1%,u,1%,2,u
CCO[C@@H]1OC(C(=O)N2CCOCC2)=C[C@H](C)[C@H]1CCCO,1%,-3%,3%,-10%,2%,-0.2%,-11%,0%,0,0%
NC(=O)c1cc(S(=O)(=O)Nc2cccc(F)c2)co1,-4%,-4%,28%,11%,3%,0.0%,-2%,-2%,x,2%
Cc1ccc(-n2cc(CN3CCCN(C=O)CC3)c(-c3ccc(F)cc3)n2)cc1,-1%,1%[11.5 µM],1%,6%,9%,0.3%,-3%,-1%,u,23µM*
Clc1cccc(Cl)c1CSc1nnc(-c2ccncc2)s1,5%,u,-5%,-3%,-5%,-0.8%,0%,-4%,17,u
O=C(COC(=O)C1CC(=O)N(Cc2ccccc2)C1)Nc1ccccc1F (centres undefined),-3%,3%,4%,5%,-7%,-0.2%,-4%,-6%,9,u
Cc1ccccc1OCC(=O)NNC(=O)c1ccoc1C,u,1%,-6%,x,2%,-0.4%,-1%,-5%,0,14%
CC(C)c1ccc(NC(=O)C2C3C=CC4(O3)C2C(=O)N(CCCN2CCOCC2)C4C(=O)NC2CCCCC2)cc1 (centres undefined),-3%,3%,-15%,-1%,8%,-0.2%,-9%,-3%,-2,7%
CC(C)(C)Nc1ncnc2c1cnn2-c1ccccc1,4%,3%,19%,-1%,-2%,0.4%,u,2%,18,u
CC1(C)Oc2ccc3ccc(=O)oc3c2/C(=C/NNC(N)=S)C1=O,-1%,3%,3%,-4%,3%,-0.8%,1%,2%,2,12%
O=C(Cn1c(COc2ccccc2)nc2ccccc21)Nc1cc(Cl)cc(Cl)c1,2%,2%,3%,-1%,2%[46.1 µM],0.4%,-39%,1%,4,3%
O=[N+]([O-])c1cc([N+](=O)[O-])c(Oc2c(Cl)cccc2Cl)cc1NN1CCCCC1,x,-3%,-2%,2%,11%,-1.1%,6%,0%,u,14%
Cc1cccc(N2N=C(C(=O)Nc3nc(C)cs3)CCC2=O)c1,1%,0%,-3%,40%,-5%,0.0%,-2%,-4%,13,-3%
Cc1ccccc1NC(=O)CSc1nc2ccccc2o1,24%,6%,u,2%,7%,0.5%,13µM*,-9%,-3,u
COc1ccc(NC(=O)CSc2n[nH]c(CNc3cccc(C)c3)n2)cc1,3%,-8%,22%,-12%,-7%,-0.7%,-4%,0%,-2,-7%
O=[N+]([O-])c1ccc(S(=O)(=O)CC(CN2CCCCC2)N2CCCCC2)cc1 (centres undefined),2%,4%,0%,u,-9%,-0.6%,-6%,-5%,1,u

3 successive compounds from above:
compound,p53 reactivator,AT treatment,Integrin act MD,CXXC DNA block,TCR act,B2AR arrestin,BRCA1 expr act,TSG101-PTAP inh,TRPV1 agonist,ELG1 repair inh
CC(C)(C)Nc1ncnc2c1cnn2-c1ccccc1,4%,3%,19%,-1%,-2%,0.4%,u,2%,18,u
CC1(C)Oc2ccc3ccc(=O)oc3c2/C(=C/NNC(N)=S)C1=O,-1%,3%,3%,-4%,3%,-0.8%,1%,2%,2,12%
O=C(Cn1c(COc2ccccc2)nc2ccccc21)Nc1cc(Cl)cc(Cl)c1,2%,2%,3%,-1%,2%[46.1 µM],0.4%,-39%,1%,4,3%

More results follow.
compound,p53 reactivator,AT treatment,Integrin act MD,CXXC DNA block,TCR act,B2AR arrestin,BRCA1 expr act,TSG101-PTAP inh,TRPV1 agonist,ELG1 repair inh
COc1cccc(NC(=O)c2cccc(Cl)c2)c1,u,-4%,-42%,x,6%,0.5%,u,2%,u,u
CC(Oc1ccc(Cl)cc1)C(=O)Nc1ccccc1C(=O)N1CCOCC1 (centres undefined),3%,-12%,-3%,4%,-6%,-0.2%,-3%,0%,0,-3%
Cc1cc(C)c(NC(=O)C2=CCN(S(=O)(=O)c3ccc(F)cc3)CC2)c(C)c1,1%,2%,-3%,3%,-5%,-0.6%,-3%,3%,25,-2%
Cc1ccsc1/C=C(\CC(=O)O)c1nc2ccccc2o1,12%,0%,-9%,24%,0%,-1.1%,7.9µM*,-3%,5,11%
Cc1cc(-c2ccccc2)c2c(=O)[nH][nH]c2n1,-3%,18%,11%,-10%,-1%[46.1 µM],-2.3%,-5%,-1%,-3,0%
CC(=O)Nc1ccc(NC(=O)CNC(=O)c2cccc(C)c2)cc1,3%,4%,0%,1%,6%,0.1%,0%,-5%,6,u
CCCn1c(NC(=O)C2CCN(C(=O)c3ccc(F)cc3)CC2)nc2ccccc21,-18%,-4%,22%,-2%,-2%,-0.2%,-31%,x,2,u
CCOC(=O)C1CCCN(C(=O)C2CCN(S(=O)(=O)CC)CC2)C1 (centres undefined),-9%,7%,26%,-1%,-7%,-0.7%,4%,0%,1,-2%
Cc1cc(C)c(S(=O)(=O)N2CCCOC2CNC(=O)C(=O)NCCC2=CCCCC2)c(C)c1 (centres undefined),-4%,5%,17%,33%[activator],-5%[46.1 µM],-1.0%,-15%,0%,-3,-13%
O=C(/C=C/NCc1cccnc1)C(F)(F)C(F)(F)F,-1%,9%,9%,3%,-7%,0.3%,5%,-1%,3,4%
O=S(=O)(c1cnc[nH]1)N1CCCCCC1,-10%,-15%,-7%,12%,3%,-0.1%,2%,-1%,1,-5%
COc1cccc(C(=O)NCC(=O)OCC(=O)c2ccccc2)c1,22%,0%,16%,13%,-2%[46.1 µM],-2.4%,0%,-2%,2,29%
Cc1ccc(-c2c3c(=O)n(C)c(=O)n(C)c3cn2Cc2cccnc2)cc1,-2%,4%,-5%,3%,7%,-0.1%,-44%,-5%,7,-3%
COc1ccc(-c2oc3ncnc(NCCCN(C)C)c3c2-c2ccc(OC)cc2)cc1,-3%,-3%,-72%[inhibitor],4%,6%,0.2%,-31%,2%,1,-2%
Cc1cccc(NC(=S)NC(NC(=O)OCc2ccccc2)C(Cl)(Cl)Cl)c1 (centres undefined),4%,-1%,-64%[inhibitor],5%,0%,-0.3%,-60%,-2%,3,-21%
O=C(O)C1CCN(S(=O)(=O)c2ccc3c(c2)OCCCO3)CC1,1%,3%,0%,3%,3%,0.0%,1%,-2%,2,-13%
CC(=O)C1=C(C)NC(SCC(=O)c2ccc(F)cc2)=C(C#N)C1CC(C)C (centres undefined),u,11%,-7%,-2%,25%,12%,6%,-1%,21,u
Nc1nc(C2CCCN2S(=O)(=O)c2ccc(Cl)cc2)cs1 (centres undefined),-1%,-1%,19%,2%,1%,0.0%,24%,-6%,1,14%
CCC(CC)C(=O)Nc1c(C(=O)N2CCN(c3ccccc3)CC2)oc2ccccc12,13%,1%,13µM*,14%,-9%,-0.7%,-11%,0%,u,u
O=C(COc1ccccc1Cl)NC(=S)N1CCc2ccccc21,7%,2%,-8%,-10%,x,3.9%,9%,-3%,4,u
O=C(C(F)C(F)(F)F)N1CCN(c2ccccc2)CC1 (centres undefined),-6%,2%,0%,-16%,7%,0.2%,0%,-7%,u,-1%
